Bioassay records as filed in PubChem BioAssay.
RBX1-CUL1 inh – inhibitors of human ROC1-CUL1 ubiquitin ligase activity; in vitro K48 di-Ub FRET, acceptor:donor ratio, 45 min; E3 ubiquitin-protein ligase RBX1 (Homo sapiens) + Cullin-1 (Homo sapiens), P62877+Q13616; inhibition, % at 10 µM; 140,000 compounds, 0.6% hits; in the data active = inhibition above about 25%
Target sequence (P62877 whole entry, looked up): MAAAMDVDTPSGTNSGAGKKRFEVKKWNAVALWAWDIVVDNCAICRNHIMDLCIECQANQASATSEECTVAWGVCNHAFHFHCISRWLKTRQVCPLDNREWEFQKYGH
Target sequence (Q13616 whole entry, looked up): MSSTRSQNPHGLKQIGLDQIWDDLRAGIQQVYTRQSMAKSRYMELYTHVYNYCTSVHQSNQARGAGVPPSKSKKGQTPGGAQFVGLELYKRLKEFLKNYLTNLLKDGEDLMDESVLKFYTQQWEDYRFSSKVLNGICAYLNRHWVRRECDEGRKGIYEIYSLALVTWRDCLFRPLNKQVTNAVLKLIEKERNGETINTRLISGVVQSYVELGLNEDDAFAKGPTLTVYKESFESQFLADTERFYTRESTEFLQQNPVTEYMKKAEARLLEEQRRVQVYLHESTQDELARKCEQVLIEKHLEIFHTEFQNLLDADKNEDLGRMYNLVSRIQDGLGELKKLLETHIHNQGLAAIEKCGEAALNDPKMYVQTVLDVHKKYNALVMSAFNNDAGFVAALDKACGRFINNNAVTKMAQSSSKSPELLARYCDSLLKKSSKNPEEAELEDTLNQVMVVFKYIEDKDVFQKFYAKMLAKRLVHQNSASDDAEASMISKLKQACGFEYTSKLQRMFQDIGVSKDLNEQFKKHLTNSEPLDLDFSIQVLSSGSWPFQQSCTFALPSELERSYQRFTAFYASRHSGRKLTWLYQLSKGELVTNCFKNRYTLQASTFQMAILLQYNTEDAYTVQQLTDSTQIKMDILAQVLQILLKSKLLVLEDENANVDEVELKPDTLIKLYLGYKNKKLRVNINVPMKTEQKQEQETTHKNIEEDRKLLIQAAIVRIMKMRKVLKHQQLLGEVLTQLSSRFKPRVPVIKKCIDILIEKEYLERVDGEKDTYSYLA
Active calls of the source: *.

RBX1-CUL1 inh	Molecule
-9.4	Cc1ccc(-c2csc3nc(SCC(=O)Nc4ccc5c(c4)OCCO5)n(-c4ccccc4)c(=O)c23)o1
-3.6	CCCCC(=O)OCc1cc(=O)n2nc(C3CCCCC3)sc2n1
0.7	COC(=O)C(=C(c1ccccc1)c1ccccc1)C(C)C(=O)OC (stereo unspecified)
-4.2	O=C(CSc1ncn[nH]1)Nc1nsc(-c2ccc(Cl)cc2)n1
8.3	O=C(CSc1ccccn1)N1c2ccccc2CCc2ccccc21
-7.2	CC(=O)N1CCc2cc(CNC(=O)Nc3ccccc3C(F)(F)F)ccc21
-2.8	CCCOc1ccc(-c2nonc2NC(=O)c2cc(OC)c(OC)c(OC)c2)cc1OCCC
4.0	CN(C(=O)c1coc(COc2ccccc2F)n1)C1CCCCC1
-17.8	COCCN(C)Cc1nc(Cc2ccccc2)no1
6.4	CCN(CC)C(=O)Cn1cc(SCC(=O)Nc2cccc(C)c2)c2ccccc21
-7.3	CCCN(CCC)CCCNC(=O)Cn1ncc2c3ccccc3n(Cc3ccccc3)c2c1=O
6.5	Cc1ccccc1C(CC(=O)NCc1nccn1C)c1ccccc1 (stereo unspecified)

Reformatted: seven of the compounds above.
smiles | RBX1-CUL1 inh
O=C(CSc1ccccn1)N1c2ccccc2CCc2ccccc21 | 8.3
CC(=O)N1CCc2cc(CNC(=O)Nc3ccccc3C(F)(F)F)ccc21 | -7.2
CCCOc1ccc(-c2nonc2NC(=O)c2cc(OC)c(OC)c(OC)c2)cc1OCCC | -2.8
CN(C(=O)c1coc(COc2ccccc2F)n1)C1CCCCC1 | 4.0
COCCN(C)Cc1nc(Cc2ccccc2)no1 | -17.8
CCN(CC)C(=O)Cn1cc(SCC(=O)Nc2cccc(C)c2)c2ccccc21 | 6.4
CCCN(CCC)CCCNC(=O)Cn1ncc2c3ccccc3n(Cc3ccccc3)c2c1=O | -7.3

Additional compounds follow:
RBX1-CUL1 inh	Molecule
-12.8	CC(C)(CO)NC(=O)c1ccc(-c2ccccc2)cc1
5.7	CCOc1ccc(NC(=O)CSc2nnc(COc3ccc4ccccc4c3)n2C)cc1
-1.5	COC(=O)N1c2ccccc2C=Cc2ccccc21
2.2	Cc1ccc(C(=O)Nc2ccc(C)cn2)cc1
2.2	Cc1cc(SC#N)ccc1NC(=O)CC1c2ccccc2Oc2ccccc21
2.4	COc1ccc2c(c1)c1c3n2CCNC3CCC1 (stereo unspecified)
-6.2	O=C(O)c1cc(S(=O)(=O)N2CCCCC2)ccc1O
1.7	CC(Oc1ccccc1)C(=O)Nc1ccccc1C(=O)OCc1cc(=O)n2nc(C(C)C)sc2n1 (stereo unspecified)
-7.2	COc1ccc2c(=O)c(-c3ccccc3C)c(C(F)(F)F)oc2c1C
3.3	O=C1C2C3C=CC(C2C(=O)N1c1ccc(CCO)cc1)C1C(=O)N(c2ccc(CCO)cc2)C(=O)C31 (stereo unspecified)
4.5	O=[N+]([O-])c1c(N2CCCCCC2)ncnc1N1CCCCCC1
-2.3	Cc1cc(C(F)F)n2nc(C(=O)Nc3ccc(C(C)C)cc3)nc2n1

Further results
RBX1-CUL1 inh	Molecule
-3.7	C=CCN(CC=C)S(=O)(=O)c1ccc(NC(=O)Cc2ccc(OC)cc2)cc1
-5.5	Cc1ccc(S(=O)(=O)[C@@H]2CCCC[C@H]2O)cc1
-4.8	Cc1ccccc1C(=O)Nc1cc2c(oc1=O)CC(C)(C)CC2=O
-2.9	CC(=O)Nc1ccc(N=C2C(=O)Nc3cccc4c3C2c2ccccc2C4=O)cc1 (stereo unspecified)
2.9	CC(=O)c1cccc(NC(=S)NCC2CCCO2)c1 (stereo unspecified)
9.1	Cc1c(C(=O)N(C)c2ccccc2)nnn1-c1ccc(Cl)cc1
-4.4	CCC(=O)N1c2ccccc2N=C2CC(C)(C)CC(=O)C2C1c1cccn1C (stereo unspecified)
-4.0	CC(=O)NC(=S)Nc1ccc(C)cc1C
0.4	O=C(CSc1nnc(CCCOc2ccc(Cl)cc2Cl)o1)NC1CCCC1
3.1	CN(C)S(=O)(=O)c1cccc(C(=O)NCC(=O)O)c1
6.3	Cc1ccc(C)c(NS(=O)(=O)Cc2cccc(Cl)c2)c1
7.2	O=C1CCCN1CC(=O)N1CCCC(CCc2cccc(C(F)(F)F)c2)C1 (stereo unspecified)

Following part.
RBX1-CUL1 inh	Molecule
-5.3	Cc1oc(-c2ccccc2)nc1CNC(=O)NC1CCCCC1
-4.9	COc1ccc(-c2nc3ccccc3s2)cc1NC(=S)NC(=O)c1ccc(C(C)(C)C)cc1
12.3	COCCC(=O)N1CCC(Oc2ccc(C(=O)NCCN3CCOC3=O)cc2)CC1
-9.5	COc1ccc(S(=O)(=O)N2CCC(N3CCN(Cc4ccc(F)cc4)C(=O)C3=O)CC2)cc1
-3.3	COc1ccc(CNC(=O)CN2C(=O)COc3ccc(S(=O)(=O)N4CCCCC4)cc32)cc1
-3.5	COc1ccccc1OCC(=O)NNC(=O)CCCC(=O)NNC(=O)COc1ccccc1OC
-7.7	CCN(CC)S(=O)(=O)c1ccc2c(c1)N(CC(=O)NCCc1ccccc1)C(=O)CO2
-5.4	Cc1cc(C(=O)Nc2sc(C)c(C)c2C(=O)NC2CCCC2)no1
-4.4	COCC(=O)N(C)c1nccs1
-1.2	CCn1nc(C)cc1C(=O)N1CCc2c(cnc(C)c2CNS(=O)(=O)c2cccs2)C1
2.7	N#Cc1ccccc1CN1C(=O)S/C(=C/c2cc(Cl)c(OCC(=O)O)c(Cl)c2)C1=O
1.9	COc1ccc(CNC(=O)c2cnc(N3CCCC3)nc2C)cc1

New compounds follow
RBX1-CUL1 inh	Molecule
6.3	Cc1cccc(NC(=O)C2CCCN(S(=O)(=O)c3ccc4c(c3)oc(=O)n4C)C2)c1C (stereo unspecified)
4.8	CC(=O)Nc1ccc(OS(=O)(=O)c2ccc(C)cc2C)cc1
1.3	CN(C(=O)CN1CCOC1=O)C1CCCN(CCc2ccccc2)C1 (stereo unspecified)
-5.3	O=C(Nc1nc(-c2ccc3ccccc3c2)cs1)C(Sc1ccccc1)c1ccccc1 (stereo unspecified)
1.3	CCOC(=O)C1CCN(C(=O)c2ccc3c(c2)sc2nc(-c4ccc(C)cc4)cn23)CC1
-7.6	C=C(C)Cn1c(=O)c2c(nc3n2CCCN3c2cccc(C)c2)n(C)c1=O
-2.5	Cc1cccc(C)c1Oc1cc(C#N)c(C#N)cc1N1CCOCC1
2.4	O=c1[nH]n(-c2cccc(F)c2)c(O)c1C=C1C=Nc2ccccc21
9.9	CCOC(=O)N1CCN(C(=O)c2cc(NC(=O)COC)cc3ncn(Cc4ccc(F)cc4)c23)CC1
0.1	O=C(CC(Nc1ccc(Cl)cc1C(=O)c1ccccc1)C(=O)O)c1ccccc1 (stereo unspecified)
-4.8	CCOc1cc2c(cc1/C=C1\C(=O)N(CC)C(=S)N(c3ccc(Cl)cc3)C1=O)OCO2
-0.3	N#Cc1nc(/C=C/c2ccc(F)cc2)oc1N1CCCCCC1

Further records follow.
RBX1-CUL1 inh	Molecule
9.0	O=C(Oc1ccc2c(=O)c(-c3ccc4c(c3)OCCO4)coc2c1)N1CCOCC1
3.2	Cc1ccc(-c2cc3ncc4c(n3n2)-c2cc(F)ccc2OC4)cc1
8.4	COc1ccccc1/C=C(\C#N)C(=O)NCC1CCCO1 (stereo unspecified)
7.8	CN(CC(=O)Nc1ccc(Cl)cc1F)S(=O)(=O)c1ccc2c(c1)n(C)c(=O)c(=O)n2C
3.9	COc1cccc(C2CC(=O)Nc3cc4c(cc32)OCO4)c1OC(C)C (stereo unspecified)
5.0	O=C(N/N=C/c1cn[nH]c1-c1ccc(Cl)c(Cl)c1)c1ccn(Cc2ccc(Cl)cc2Cl)n1
-2.3	CCCCSc1nc2sc3c(c2c(=O)[nH]1)CCCC3
-4.3	CCOC(=O)C1C(C)=NC(=O)NC1c1ccc(N(CC)CC)cc1 (stereo unspecified)
5.4	CCc1ccc2cc(-c3ccc(F)cc3)cn2c1
0.6	CCCCNC(=O)c1cccc(-n2c(C)nc3cccnc32)c1
-13.4	c1ccc2c(c1)nnn2CNc1ccncc1
4.7	Cc1cccc(OCC(=O)NNC(=O)c2ccccc2Cl)c1

The list continues.
RBX1-CUL1 inh	Molecule
0.3	CSc1nc2cc3c(cc2n1C(=O)c1ccccc1F)OCCO3
-12.9	CCOC(=O)c1c(CN(CC)CC)oc2c1c(Cl)c(OC(C)=O)c1ccccc12
-7.9	O=C(Nc1sc2c(c1C(=O)Nc1ccc(Cl)cc1)CCCC2)c1cccc(Br)c1
0.8	Cc1cccc(OCc2nnc(NC(=O)c3ccc(Br)cc3)s2)c1C
-4.3	CC1C(=NC(NC(=O)c2ccccc2[N+](=O)[O-])C(Cl)(Cl)Cl)C(=O)N(c2ccccc2)N1C (stereo unspecified)
2.6	COc1ccc(N2CCN(S(=O)(=O)Cc3ccccc3F)CC2)cc1
3.2	CCOc1ccc([C@@H]2[C@H]3CCCC=C3C(C#N)C(=N)C2(C#N)C#N)cc1OCC (stereo partly specified)
0.4	Cc1cccc(N2CCN(C(=O)c3cnn(-c4ccccc4Cl)c3C3CCN(C(=O)OC(C)(C)C)CC3)CC2C)c1 (stereo unspecified)
-3.8	CCCNC(=O)CN1C(=O)COc2ccc(S(=O)(=O)N3CCC(C)CC3)cc21
2.0	Cc1ncc2c(c1-c1nc(C3CCCNC3)cc(=O)[nH]1)CCC2 (stereo unspecified)
4.6	COc1ccc(NC(=O)C2CC(=O)n3c(nc4ccccc43)N2)cc1 (stereo unspecified)
6.8	Cc1nc(-c2cccc(C(=O)N3CCc4[nH]nc(-c5ccccc5)c4C3)c2)no1

Structures from the list above that have a COOH group, in the order listed:
RBX1-CUL1 inh	Molecule
-6.2	O=C(O)c1cc(S(=O)(=O)N2CCCCC2)ccc1O
3.1	CN(C)S(=O)(=O)c1cccc(C(=O)NCC(=O)O)c1
2.7	N#Cc1ccccc1CN1C(=O)S/C(=C/c2cc(Cl)c(OCC(=O)O)c(Cl)c2)C1=O
0.1	O=C(CC(Nc1ccc(Cl)cc1C(=O)c1ccccc1)C(=O)O)c1ccccc1 (stereo unspecified)

Continuation:
RBX1-CUL1 inh	Molecule
-0.4	COc1ccccc1-n1sc2c(c1=S)-c1ccc(C)cc1NC2(C)C
-1.2	CC(=O)OC1CC[C@](C)(C2CC[C@]3(C)C(C(C)CCCC(C)C)CCC3C2C(=O)O)C(=O)C1 (stereo partly specified)
-2.1	CCOc1ccccc1NC(=O)Cn1c(=O)n(Cc2ccccc2)c(=O)c2c3c(sc21)CN(C(C)=O)CC3
9.9	O=C(c1cc2ccccc2oc1=O)N1CCCC(CO)(CCOc2ccccc2)C1 (stereo unspecified)
6.1	Cc1ccc(C(=O)CSc2nnc3ccc4ccccc4n23)cc1
-5.4	COc1ccc(C(=O)c2oc3ccccc3c2NC(=O)COc2ccc(Cl)cc2Cl)cc1
6.1	Cc1[nH]n(-c2nc3ccccc3s2)c(=O)c1C(c1ccc(Cl)c(Cl)c1)c1c(C)[nH]n(-c2nc3ccccc3s2)c1=O
3.3	C=CCSc1ccccc1NC(=O)c1sc2nc(-c3cccs3)ccc2c1N
8.4	COc1ccc(-n2c(SCC(=O)Nc3ccc(Cl)c(C)c3)nc3n[nH]c(C)c3c2=N)cc1
-8.8	Brc1ccc2oc(=Nc3ccccc3)c(-c3nc4ccccc4[nH]3)cc2c1
11.0	CN(CC1COCCO1)c1nc2nonc2nc1N1CCCCCC1 (stereo unspecified)
-1.1	O=C(c1c(Br)sc2c1CCCC2)N1CCOCC1

The results go on.
RBX1-CUL1 inh	Molecule
7.2	O=C(Nc1nnc(C(F)(F)F)s1)C1CCCO1 (stereo unspecified)
0.2	N#Cc1ccccc1NC(=O)c1sc2nc3c(cc2c1N)CCCCCC3
-0.7	Cc1ccc(-n2cnnn2)c(S(=O)(=O)N2CCOCC2)c1
-2.1	CCCOc1ccc(-c2cccc(NS(=O)(=O)c3cc(OC)ccc3OC)c2)nn1
0.5	COc1ccc(CCNC(=O)CC2Sc3ccc(C(F)(F)F)cc3NC2=O)cc1OC (stereo unspecified)
1.7	NC(=O)CSc1nc2c(oc3ccccc32)c(=O)n1Cc1ccccc1
3.8	Cc1csc(Cn2ncc(N3CCOC(CCN)C3)cc2=O)n1 (stereo unspecified)
2.2	CC(NC(=O)NCc1ccc(Cl)cc1)(C(F)(F)F)C(F)(F)F
-5.8	Cc1cccc(-c2nc(SCC(=O)NCC3CCCO3)c3c(=O)n(C)c(=O)n(C)c3n2)c1 (stereo unspecified)
5.4	O=[N+]([O-])c1ccc(NCc2ccccn2)nc1
7.6	CN1CCC(C2CCN(Cc3cn[nH]c3C3CCCCC3)CC2)C1 (stereo unspecified)
1.8	Cc1sc2nc(SCC(=O)N(C)C)[nH]c(=O)c2c1C

(next part)
RBX1-CUL1 inh	Molecule
-2.1	Cc1ccc2cc3cc(C(=O)N4CCN(c5ccccc5)CC4)oc3nc2c1
-4.2	Cc1ccc(OC2CCN(Cc3ccncc3)CC2)c(C(=O)NCc2ccco2)c1
4.9	CC(=O)c1ccc(NC(=O)Cn2nc(N3CCN(c4ccccc4)CC3)ccc2=O)cc1
1.5	O=C(c1ccc2c(c1)OCO2)C1CCCN(Cc2cnc(N3CCOCC3)s2)C1 (stereo unspecified)
-0.4	Nc1nsc(-c2ccccc2)n1
1.0	c1cnc(-c2nnc3n2CCCN3CN2CCOCC2)cn1
5.6	O=C(CC1N=NN=N1)NCCNC(=O)CC1N=NN=N1
-5.9	CNc1oc(/C=C/c2cc(OC)c(OC)c(OC)c2)nc1C#N
-6.3	CCOc1ccccc1NC(=O)CSc1nnc(N)s1
5.1	CC1=Nc2nonc2NC(=O)C1
1.1	CCNS(=O)(=O)c1ccc(NC(=O)c2ccccc2)c(F)c1
0.6	CC(C)(N)c1cn(C2CCN(Cc3cccn3-c3ncccn3)CC2)nn1
-5.2	O=C1C=CC(=O)C(C2=C3C(=O)N(CCc4c[nH]c5ccccc45)CC(=O)N3CCC2)=C1

3 compounds from above, arranged by SMILES length, ascending:
RBX1-CUL1 inh	Molecule
1.1	CCNS(=O)(=O)c1ccc(NC(=O)c2ccccc2)c(F)c1
-2.1	Cc1ccc2cc3cc(C(=O)N4CCN(c5ccccc5)CC4)oc3nc2c1
-5.2	O=C1C=CC(=O)C(C2=C3C(=O)N(CCc4c[nH]c5ccccc45)CC(=O)N3CCC2)=C1

Only part of the results is shown; rates above refer to the full screens.
